# Screens (PubChem)
# HTR2A ag = mouse HTR2A agonism via beta-arrestin recruitment; 360,000 tested, 0.66% active; CHO-K1 mHTR2A beta-arrestin complementation, luminescence; percent of 30 µM serotonin response; AID 624169; P35363; activation, % at 7.6 µM;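 active = activation above a run cutoff, the mean activation of all tested compounds plus 3 SD, cut at about 14% in these data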;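 note: 0% = plate median of compound wells and 100% = 30 µM serotonin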
# Exocytosis inh = blocks lytic granule exocytosis | TALL-104 LAMP-1 surface exposure, flow cytometry; cells stimulated with thapsigargin and PMA | inhibition, % at 10 µM | 360,000 tested, 0.66% active | AID 651702;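 active = inhibition above about 55%, limit read from the data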
# Glyco luc inh = blocks N-linked glycosylation in D54 reporter cells | D54 ERlucT glycosylation luciferase reporter, 24 h; percent of 100 nM tunicamycin response | reporter increase, % at 12.5 µM | 360,000 tested, 0.23% active;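 active = mean luciferase reporter signal, scaled so untreated is 0 and the glycosylation-blocking control 100, at or above a set limit in every replicate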;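 note: luciferase carries N-glycosylation sites so blocking glycosylation raises the light; 0% = median of neutral control wells and 100% = median of 100 nM tunicamycin wells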
# ABHD5-PLIN5 inh = blocks binding of human ABHD5 to perilipin-5. Q00G26+Q8WTS1. inhibition, % at 4 µM. Split G. princeps luciferase complementation, luminescence, 4 h. 360,000 tested, 0.78% active;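 active = inhibition above the mean inhibition across every tested compound plus 3 SD, cut at about 22% in these data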;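 note: 0% = DMSO only wells and the 100% control is not disclosed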
# PDI inh = blocks human protein disulfide isomerase activity; P07237; PDI insulin aggregation turbidity, A650, 90 min; inhibition, % at 10 µM; 350,000 tested, 0.052% active; AID 588391;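 active = mean inhibition across replicates of 30% or more, whatever share of single replicates reach that level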;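 note: absorbance from insulin aggregation driven by PDI reduction with DTT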
# MC4R antagonist = blocks human MC4R cAMP signaling. P32245. MC4R-expressing cells, MTII-stimulated cAMP, LANCE TR-FRET. inhibition, % at 6.5 µM. 360,000 tested, 0.48% active. AID 540295;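 active = inhibition above its plate's cutoff, the mean of tested wells on that plate plus 3 SD, cut at about 29% in these data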;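 note: 0% = Melanotan II alone and 100% = Melanotan II plus saturating MCL0020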
#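 material = U2OS cells stably expressing human melanocortin 4 receptor (MC4R) | also added = Melanotan II challenge | dosing = single nominal compound dose of 6.5 µM | detection = TR-FRET with Eu-cAMP and labeled anti-cAMP, 671 nm | replication = singlicate | timing = compound 30 min, challenge 1 h, detection 1 h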
# CaV13 FRET inh = Disruptors of the CACNA1D IQ motif to Ca2+-dependent inactivation inhibitor domain association, primary screening, Förster resonance energy transfer in intact living …. HEK cells, CFP/YFP FRET ICDI-IQ, plate reader, 10 min; percent FRET-ratio fall versus neutral wells. inhibition, % at 12.3 µM. 340,000 tested, 0.098% active. AID 743397;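 active = mean replicate inhibition of at least 30% and at least 1% of replicates passing that level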;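 note: 0% = median of the neutral control wells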
# ABCB6 inh MLPCN = human ABCB6 transporter inhibition | Q9NP58 | K562-ABCB6 porphyrin accumulation, flow cytometry, 1 h; stronger effect = lower value | fluorescence ratio to DMSO, % at 10 µM | 360,000 tested, 0.19% active;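 active = fluorescence ratio to DMSO below 75%, the collection mean minus 3 SD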;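 note: signal is porphyrin accumulated inside mitochondria; 100% equals median channel fluorescence of DMSO control wells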
# Target sequence (Q9NP58 whole entry, looked up): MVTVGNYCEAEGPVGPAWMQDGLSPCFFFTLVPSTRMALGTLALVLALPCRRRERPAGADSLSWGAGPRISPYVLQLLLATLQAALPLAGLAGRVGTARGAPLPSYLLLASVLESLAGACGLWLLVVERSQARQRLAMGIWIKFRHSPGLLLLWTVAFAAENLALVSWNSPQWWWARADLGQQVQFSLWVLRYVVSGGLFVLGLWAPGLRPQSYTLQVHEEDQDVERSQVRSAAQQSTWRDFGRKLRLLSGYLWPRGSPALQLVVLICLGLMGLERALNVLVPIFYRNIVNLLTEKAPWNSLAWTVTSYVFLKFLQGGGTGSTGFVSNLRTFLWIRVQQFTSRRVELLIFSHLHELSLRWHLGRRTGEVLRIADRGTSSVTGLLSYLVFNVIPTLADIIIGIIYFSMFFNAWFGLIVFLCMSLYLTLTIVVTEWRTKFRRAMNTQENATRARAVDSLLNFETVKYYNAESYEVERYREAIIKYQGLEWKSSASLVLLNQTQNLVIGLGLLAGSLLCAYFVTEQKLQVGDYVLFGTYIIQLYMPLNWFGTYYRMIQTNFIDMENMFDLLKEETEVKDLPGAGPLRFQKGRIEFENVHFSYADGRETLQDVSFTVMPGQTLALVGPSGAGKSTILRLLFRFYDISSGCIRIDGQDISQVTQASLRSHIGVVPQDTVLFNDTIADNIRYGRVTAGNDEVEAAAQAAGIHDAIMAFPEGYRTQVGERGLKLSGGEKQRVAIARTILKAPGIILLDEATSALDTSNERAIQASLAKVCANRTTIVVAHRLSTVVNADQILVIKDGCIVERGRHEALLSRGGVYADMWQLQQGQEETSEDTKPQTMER
# MC4R barr agon = human MC4R agonism via beta-arrestin; P32245; U2OS MC4R beta-arrestin complementation, luminescence; percent of melanotan II response, DMSO zero; activation, % at 8.9 µM; 360,000 tested, 0.98% active; AID 540308;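 active = activation above a per-plate cutoff, the mean activation of sample wells on that plate plus 3 SD, cut at about 8% in these data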
# H9c2 protect = modulators protecting cardiomyocytes from myocardial damage; protection from H2O2 cell death, % at 20 µM; H9c2 cardiomyocytes, H2O2 injury protection, ATPLite, 2 h; 360,000 tested, 0.63% active;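 active = compounds giving at least 50% protection of heart cells from peroxide-induced death in the single-dose screen, raw or plate-pattern-corrected value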;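 note: 0% = DMSO wells with peroxide and 100% = DMSO wells without peroxide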
# * marks the source's active call; other numbers are inactive results; / = not tested or not shown.
No.	SMILES	HTR2A ag	Exocytosis inh	Glyco luc inh	ABHD5-PLIN5 inh	PDI inh	MC4R antagonist	CaV13 FRET inh	ABCB6 inh MLPCN	MC4R barr agon	H9c2 protect
1	CC(C)CCNC(=O)CCS(=O)(=O)c1cccc2nonc12	-3	5	2	2	3	1	-4	97	-0.2	2
2	O=C(c1cccc([N+](=O)[O-])c1)c1ccc2[nH]c(=O)[nH]c2c1	-4	2	-3	2	13	8	-3	97	-1.7	-3
3	C[C@@H](OC(=O)c1[nH]cnc1C(=O)N1CCN(C(=O)OC(C)(C)C)CC1)c1ccccc1	-3	4	0	1	-1	10	-9	100	-0.1	1
4	CN(C)c1nc(N)nc(-c2cccnc2)n1	0	-4	2	2	-6	-1	-2	97	-2.3	8
5	Cc1nnsc1C(=O)NNS(=O)(=O)c1ccccc1	1	-1	0	-2	-4	1	-4	90	-1.4	14
6	O=C1N(Cc2cccc(Cl)c2)C[C@@H]2C[C@@H](c3ccco3)N3CCC[C@@]123	5	1	-2	2	0	-7	4	99	-3.6	1
7	O=C(NC1CCCCC1)C(c1ccncc1)N(C(=O)Cc1cccs1)c1ccccc1 (centres undefined)	-5	-10	0	-8	0	5	1	93	-0.3	10
8	O=C(/C=C/c1ccco1)OCC(=O)c1ccc(OC(F)F)cc1	-5	-4	0	5	-2	7	-2	95	-0.5	-3
9	O=c1[nH]nc(-c2ccc([N+](=O)[O-])o2)c(=O)[nH]1	-2	-3	4	1	-7	-10	-8	97	-3.6	4
10	COc1cc(NC(=O)c2cc(OC)c(OC)c(OC)c2)cc(-n2cnnn2)c1	-9	-4	3	-4	-6	0	-4	94	-0.2	4
11	CN(C)CCNC(=O)Cc1ncc(C(F)(F)F)cc1Cl	-1	0	1	-7	5	16	-3	98	0.4	0
12	COc1ccc(N2CCN(C(=O)c3cc4c(-c5ccc(Cl)cc5)nn(C)c4s3)CC2)cc1	1	3	0	7	-7	6	-4	101	-0.2	0
13	O=C(c1ccccc1)c1nn(-c2cccc(Cl)c2)c2nc(-c3ccccc3)cc(=O)n12	1	-5	1	-3	-6	8	/	102	1.5	-5
14	CCOCCCNC(=O)C1CCN(S(=O)(=O)c2ccc(C)cc2)CC1	1	0	0	2	1	5	-4	99	-0.1	1
15	O=C(NC(Cc1ccccc1)C(=O)O)c1ccco1 (centres undefined)	6	0	1	-5	5	-5	-4	97	3.3	3
16	N#CCCn1cc(C(=O)N2CCOCC2)c(-c2ccc3c(c2)OCCO3)n1	2	-2	2	4	4	6	4	103	-1.0	-5
17	COc1ccc(CCN(CC(=O)NCc2ccc(F)cc2)C(=O)c2snc(C(N)=O)c2N)cc1OC	0	20	1	2	-3	4	-4	94	0.3	14
18	CCN(CCO)c1nc(N2CCCCC2)c2cnn(C)c2n1	-4	0	3	-2	-2	-4	-4	95	-3.4	2
19	CCOc1cc(C2Nc3ccccc3NC3=C2C(=O)CC(C)(C)C3)ccc1OC(C)=O (centres undefined)	-3	-4	0	5	-4	11	-5	103	1.5	-4
20	Cc1cnc(NC(=O)CCNC(=O)c2ccc([N+](=O)[O-])cc2)s1	0	0	1	-3	3	0	-4	104	-0.3	3
21	C=CCSc1nnc(NC(=O)c2c(CC)noc2C)s1	-4	0	1	-2	-3	10	-5	98	1.5	-5
22	CC1=C(O)C(=O)C(c2c(C)cc(C)c(Br)c2C)=C(O)C1=O	-1	2	1	11	0	6	-7	96	-4.3	17
23	Cc1ccc(-c2nc3ccccc3s2)cc1NC(=S)NC(=O)c1ccccc1	-1	-2	-4	0	-3	7	/	104	2.3	3
24	Cc1cc(C)n2nc(SCC(=O)NC3CCCCC3C)nc2n1 (centres undefined)	-4	1	3	0	-4	14	-2	95	-0.5	0
25	O=C(Nc1ccc(N2CCOCC2)cc1)c1cccc(S(=O)(=O)N2CCCC2)c1	3	-3	1	-9	-1	9	-4	95	-0.2	1
26	COCCCNC(=O)c1cc(=O)n(Cc2ccc(Cl)cc2)c2ccccc12	-5	-1	-3	-1	1	0	-3	95	-2.0	-6
27	Cc1ccnc(NC2CCCCC2)c1	4	-2	0	-4	-9	4	-5	95	-3.4	-8
28	Cc1ccc(/C=C/C(=O)OC(C)C(=O)Nc2ccc(Cl)cn2)o1 (centres undefined)	-4	-5	3	8	12	16	-5	100	1.3	31
29	Cc1cccc(N(C2C=CS(=O)(=O)C2)S(=O)(=O)c2ccccc2)c1 (centres undefined)	1	-4	0	3	8	4	-2	102	-1.7	-4
30	Cc1nc(N2CCN(Cc3ccc4c(c3)OCO4)CC2)nc2c1C(=O)CC(c1ccco1)C2 (centres undefined)	-2	-3	-3	5	-1	-1	-3	73*	-1.1	-2
31	CC(OC(=O)c1ccc(Cl)nc1)C(=O)NC1(C#N)CCCCC1 (centres undefined)	-6	3	0	3	-11	1	-5	96	3.5	-6
32	O=C(NC1CCN(C(=O)N2c3ccccc3Sc3ccccc32)CC1)c1ccccc1F	0	-1	-4	1	2	2	-7	97	-2.4	-13
33	Cc1nc(=O)cc(-c2ccccc2)n1-c1ccccc1	-2	-2	1	1	-6	2	-8	94	-2.6	0
34	Cn1cnnc1SCC(=O)N1CCc2ccccc21	3	3	1	8	-5	8	-4	114	-2.1	-7
35	COc1cccc2cc(C(=O)N3CCN(C45CC6CC(CC(C6)C4)C5)CC3)c(=O)oc12	6	0	0	-3	6	5	/	87	-2.5	2
36	CCc1nnc(NC(=O)CSc2nc3ccccc3c(=O)n2CCCOC)s1	2	5	-1	1	2	20	/	102	-0.4	-2
37	Cn1nnnc1Sc1ncnc2scc(-c3ccccc3)c12	-5	-1	-9	2	-5	-1	-4	91	-3.0	14
38	O=C(COc1ccc(Cl)c2cccnc12)N1CCOCC1	8	6	1	-4	-3	2	-2	101	-1.0	34
39	O=C(Cc1ccccc1)c1ccc(O)cc1O	-2	-1	2	-7	11	7	-5	104	2.1	-4
40	O=C(Cn1nnc2ccccc2c1=O)NCC1CCC(C(=O)O)CC1 (centres undefined)	0	-3	2	2	-1	-4	-6	97	-0.6	1
41	O=C(NC1CCCC1)C(c1ccncc1)N(C(=O)c1ccco1)c1ccccc1 (centres undefined)	14	-12	-1	-4	-4	4	-6	78	-1.3	-1
42	Cc1ccc2c(CN(C)Cc3ccc(Cl)cc3)cc(=O)oc2c1	-7	30	-2	5	5	-5	-2	95	-0.1	-3
43	Cc1cc(C(=O)COc2cccnc2[N+](=O)[O-])c(C)n1Cc1ccco1	4	-2	-4	4	5	5	-7	97	0.3	-12
44	CCN(CC)C(=O)c1sc(NC(=O)C(Sc2ccccc2)c2ccccc2)c(C(=O)OC(C)C)c1C (centres undefined)	-1	7	-4	-1	-1	6	-5	104	0.0	-8
45	CC(=NNC(=S)N1CCCCC1)c1ccccn1	3	5	-10	-14	-4	10	-6	97	-1.9	2
46	COC(=O)c1cc(=O)n(-c2ccccc2)c(=Nc2ccccc2)s1	6	6	22	38*	/	11	-7	103	3.1	-3
47	CS(=O)(=O)N(CC(=O)Nc1ccccc1C(=O)N1CCCC1)c1ccccc1Br	1	0	2	-11	3	5	/	103	-1.8	1
48	CC(C)(C)c1ccc(CNC(=O)C2CCCN2C(=O)Nc2ccccc2)cc1 (centres undefined)	-4	-6	2	-1	5	2	-2	96	-1.9	11
49	COc1cccc(N2C(=O)/C(=C\c3cccs3)NC2=S)c1	-4	-1	-1	1	2	0	-16	96	-1.7	2
50	Cc1ccc(CN2C(=O)CSC2c2ccccc2F)cc1 (centres undefined)	-8	19	-1	-2	1	4	-21	90	1.6	-4

# (list continues)
No.	SMILES	HTR2A ag	Exocytosis inh	Glyco luc inh	ABHD5-PLIN5 inh	PDI inh	MC4R antagonist	CaV13 FRET inh	ABCB6 inh MLPCN	MC4R barr agon	H9c2 protect
51	CCCCn1cnc2c(cnn2-c2ccc(F)cc2)c1=O	1	-3	-1	2	5	9	/	99	-1.3	-23
52	C=CCNC(=S)N(C1CCCCC1)C1CCCCC1	0	1	2	4	-6	-8	1	101	1.6	-8
53	COC(=O)C1=CN(c2ccc(N3CCOCC3)cc2)C(N)=C(C#N)C1c1ccccc1 (centres undefined)	-2	0	/	-8	/	/	-5	/	/	/
54	COC(=O)c1ccc(NC(=O)C(=O)c2c[nH]c3ccccc23)cc1	-2	-2	1	-4	6	10	-3	100	1.1	0
55	CCN(C(=O)CSc1nnc2nc(C)cc(C)n12)c1ccccc1	8	3	-1	4	-4	-8	6	93	0.1	1
56	CCOC(=O)Cc1csc(NC(=O)COc2ccc(OC)cc2)n1	-6	-1	-1	-6	1	0	-7	92	-0.1	-10
57	C=CCN(c1ccccc1)S(=O)(=O)c1cccc(C(=O)NCc2ccco2)c1	-5	-10	-2	-4	12	4	-5	101	-2.4	-2
58	O=C(Nc1cc(C(=O)N2CCOCC2)ccc1N1CCCC1)c1cccs1	-3	5	1	-2	-3	10	-7	104	-2.6	-4
59	O=C(Nc1nccs1)c1cccnc1Cl	1	2	-1	6	-4	2	-6	95	1.3	-4

# Part of the list above in order of SMILES length, largest number first.
No.	SMILES	HTR2A ag	Exocytosis inh	Glyco luc inh	ABHD5-PLIN5 inh	PDI inh	MC4R antagonist	CaV13 FRET inh	ABCB6 inh MLPCN	MC4R barr agon	H9c2 protect
6	O=C1N(Cc2cccc(Cl)c2)C[C@@H]2C[C@@H](c3ccco3)N3CCC[C@@]123	5	1	-2	2	0	-7	4	99	-3.6	1
13	O=C(c1ccccc1)c1nn(-c2cccc(Cl)c2)c2nc(-c3ccccc3)cc(=O)n12	1	-5	1	-3	-6	8	/	102	1.5	-5
19	CCOc1cc(C2Nc3ccccc3NC3=C2C(=O)CC(C)(C)C3)ccc1OC(C)=O (centres undefined)	-3	-4	0	5	-4	11	-5	103	1.5	-4
16	N#CCCn1cc(C(=O)N2CCOCC2)c(-c2ccc3c(c2)OCCO3)n1	2	-2	2	4	4	6	4	103	-1.0	-5
54	COC(=O)c1ccc(NC(=O)C(=O)c2c[nH]c3ccccc23)cc1	-2	-2	1	-4	6	10	-3	100	1.1	0
36	CCc1nnc(NC(=O)CSc2nc3ccccc3c(=O)n2CCCOC)s1	2	5	-1	1	2	20	/	102	-0.4	-2
8	O=C(/C=C/c1ccco1)OCC(=O)c1ccc(OC(F)F)cc1	-5	-4	0	5	-2	7	-2	95	-0.5	-3
50	Cc1ccc(CN2C(=O)CSC2c2ccccc2F)cc1 (centres undefined)	-8	19	-1	-2	1	4	-21	90	1.6	-4
15	O=C(NC(Cc1ccccc1)C(=O)O)c1ccco1 (centres undefined)	6	0	1	-5	5	-5	-4	97	3.3	3
